Assay outcomes as filed in PubChem BioAssay.
DRD3 agonist: D3 dopamine receptor (human) agonism | D3R DiscoveRx beta-arrestin cells, luminescence, 90 min | AID 652048 | max activation, % | 0.58% of 410,000 active; in the data active = max activation above about 30%; note: 0% is about no effect; mostly tested at two doses, the higher about 12 µM
Target sequence (P35462 whole entry, looked up): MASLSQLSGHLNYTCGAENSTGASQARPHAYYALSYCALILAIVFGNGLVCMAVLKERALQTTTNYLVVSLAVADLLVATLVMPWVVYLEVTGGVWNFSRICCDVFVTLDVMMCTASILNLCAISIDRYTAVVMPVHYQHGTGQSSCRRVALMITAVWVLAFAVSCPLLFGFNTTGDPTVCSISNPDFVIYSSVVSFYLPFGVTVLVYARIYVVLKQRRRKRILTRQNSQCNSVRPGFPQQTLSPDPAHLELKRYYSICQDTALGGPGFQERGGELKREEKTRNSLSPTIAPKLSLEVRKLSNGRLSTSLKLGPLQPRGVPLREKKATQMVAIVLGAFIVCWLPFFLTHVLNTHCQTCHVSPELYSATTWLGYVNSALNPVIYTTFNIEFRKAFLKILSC
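Agonist-mode cell screen: cells plated at 1500/well and incubated overnight at 37 °C, then exposed to library compounds for 90 min at 37 °C. Detection reagent was added for 30–60 min at room temperature, and luminescence was read.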
HT1080-NT tox: kills 2HG-producing HT-1080-NT fibrosarcoma cells | HT-1080-NT fibrosarcoma viability, CellTiter-Glo ATP luminescence, 48 h | Potency, µM (highest dose often 46.1 µM), without a hit: at the top dose activity, negative = less viability, hits mostly cytotoxic | 1.6% of 360,000 active | AID 686970;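 note: NT is the 2HG producing partner of a matched IDH1 knockdown line; potency is the fitted concentration of half-maximal effect; 0% = DMSO-treated cells and -100% = media-only wells without cells; nearly all actives have a fitted effect of over 55% in size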
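A 48-hour cytotoxicity screen used HT-1080-NT cells plated 2 hours before compound delivery. ATP-based CellTiter-Glo luminescence measured viability, normalized to DMSO and no-cell controls.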
HT1080 IDH1KD tx: toxicity to HT-1080 IDH1 knockdown cells (counter line); 2% of 360,000 active; HT-1080 IDH1 knockdown viability, ATP luminescence, 48 h; AID 686971; Potency, µM (series often up to 46.1 µM), for inactives: top-dose activity, negative = toxicity, actives largely listed as cytotoxic;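 note: potency is the fitted concentration of half-maximal effect; 0% = DMSO wells and -100% = cell-free medium wells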
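Assay cells: HT-1080 with IDH1 knockdown, 750 per well, RPMI/5% FBS. Exposure: 48 h at 37 °C following 2 h pre-incubation. Read: CellTiter-Glo luminescence; fitted concentration-response, curve class assigned.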
KB-3-1 cytotox: kills parental KB-3-1 adenocarcinoma cells; KB-3-1 viability, CellTiter-Glo ATP luminescence, 72 h; Potency, µM (highest dose often 46.1 µM), without a hit: top-dose activity change, negative = cytotoxic, most hits filed as cytotoxic; 1.4% of 400,000 active; AID 1347075; note: potency is the fitted concentration of half-maximal effect; % is set by controls: 0 for no effect and ±100 for the full control effect; nearly all actives have a fitted effect of over 60% in size
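Parental KB-3-1 viability, qHTS format: 72 h compound exposure, 37 °C; CellTiter-Glo; media-only wells and DMSO plates as controls; concentration-effect fits on corrected data.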
SW480 rerep: inducers of DNA re-replication in SW480 colon cancer cells; SW480 DNA re-replication, Hoechst DNA content imaging, 48 h; Potency, µM (top dose mostly 46.1 µM), inactives show at the highest dose re-replication activation, most hits filed as activators; 1.8% of 340,000 active; AID 624297; note: potency is the fitted concentration of half-maximal effect; % of control where 0% means no effect; nearly all actives have a fitted effect of over 55% in size
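250 cells/well; 23 nL cpd via pin tool; 48 hr, 37 C, 5% CO2; Hoechst 40 min; imager read of total nuclear intensity, ex 405/em 500-530 nm.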
GLP1R ag: activates the human GLP-1 receptor; HEK293 GLP-1R CRE-luciferase, luminescence, 4-6 h; cells express a hypersensitive GLP-1R form; AID 624172; 0.007% of 380,000 active; P43220; Potency, µM (titrated, usually from 45.6 µM), for inactives: top-dose activation, most hits filed as activators; note: potency is the fitted concentration of half-maximal effect; % of control where 0% means no effect
Target sequence (P43220 whole entry, looked up): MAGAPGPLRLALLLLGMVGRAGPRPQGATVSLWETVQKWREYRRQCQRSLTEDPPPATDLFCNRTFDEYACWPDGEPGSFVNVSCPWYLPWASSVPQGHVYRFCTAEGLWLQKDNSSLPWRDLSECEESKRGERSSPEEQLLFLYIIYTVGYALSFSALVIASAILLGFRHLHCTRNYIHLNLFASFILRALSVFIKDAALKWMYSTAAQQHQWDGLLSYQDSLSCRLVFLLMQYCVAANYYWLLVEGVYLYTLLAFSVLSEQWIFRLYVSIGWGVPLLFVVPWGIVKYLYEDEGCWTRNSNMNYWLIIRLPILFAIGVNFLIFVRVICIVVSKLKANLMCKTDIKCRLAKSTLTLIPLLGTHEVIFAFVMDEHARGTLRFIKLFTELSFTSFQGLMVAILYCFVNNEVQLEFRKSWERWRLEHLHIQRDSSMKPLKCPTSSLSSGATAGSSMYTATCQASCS
D3 antag: D3 dopamine receptor (human) antagonism. P35462. D3R cells, DiscoveRx beta-arrestin luminescence, antagonist mode; active compounds read low. max response, negative = inhibition, %. 2.5% of 360,000 active. AID 652054; in the data active = max response below about -50%; inconclusive = no clear call, values can overlap the other calls; note: % is set by controls: 0 for no effect and ±100 for the full control effect; mostly tested at two doses, the higher about 12 µM
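Cells plated overnight at 1500 cells/well, then exposed to library compounds with dopamine controls for 90 minutes at 37 degrees C. DiscoveRx reagent added for 30–60 minutes at room temperature; luminescence read, quantitative HTS format.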
KB-V1 MDR tox: KB-V1 MDR subline cytotoxicity; KB-V1 MDR cells viability, CellTiter-Glo, 72 h; 3.4% of 400,000 active; AID 1347076; Potency, µM (series often up to 46.1 µM), for inactives: at the highest dose activity change, negative = cytotoxicity, hits mostly cytotoxic; note: potency is the fitted concentration of half-maximal effect; % is set by controls: 0 for no effect and ±100 for the full control effect; nearly all actives have a fitted effect of over 60% in size
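Cytotoxicity via CellTiter-Glo luminescence after 72 h compound exposure at 37 degrees C. Cells: drug-selected KB-V1 line, DMEM phenol-red free plus 10% FBS. Compounds tested at multiple concentrations; normalized data fitted to concentration-effect curves.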
IL1B secr inh: inhibitors of inflammasome signaling (IL-1 beta secretion). THP-1 LPS/ATP IL-1B secretion, AlphaLISA, 16 h; active compounds read low. activity change, % at 57.5 µM. 4.7% of 360,000 active; in the data active = activity change below about -50%; inconclusive = mostly about -30% to -49%; note: % is set by controls: 0 for no effect and ±100 for the full control effect
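Secreted IL-1B measured by AlphaLISA bead assay after 16 h compound exposure of THP-1 cells; compounds (final up to 57.5 uM) added 1 h before LPS (250 ng/mL) and ATP (1.25 mM) stimulation; lower signal means less secretion.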
An asterisk follows results filed as active; ? = inconclusive; . = no result given; & = joins results of further samples; [ ] = remark or other dose. Unless noted, calls come from the whole dose curve; as a rule, active = well fitted curve in the direction sought with a large enough effect; inconclusive = small, poorly fitted or top-dose-only effect, or another doubt; inactive = no such curve, though single readings can be large; an effect the other way counts as inactive or inconclusive.

SMILES	DRD3 agonist	HT1080-NT tox	HT1080 IDH1KD tx	KB-3-1 cytotox	SW480 rerep	GLP1R ag	D3 antag	KB-V1 MDR tox	IL1B secr inh
O=C(NCc1cccc(F)c1F)C1CCC(=O)N(C2CC2)C1 (centres undefined)	-11	3%	7%	8%	-1%	6%	-9	?	-6
O=C(NCCc1c[nH]c2ccccc12)C(=O)NCC1OCCN1S(=O)(=O)c1ccc(Cl)cc1 (centres undefined)	5	0%	1%	-29%	-5%	-4%	18	?	7
CCc1ccc(Nc2nc(N)nc(CSc3nc4ccccc4s3)n2)cc1	10&0	3%	3%	7%&2%	2%	-6%	13	-15%&2%	21
O=C(NCc1cccs1)c1ccc(Cl)c(S(=O)(=O)N2CCCC2)c1	-12	5%	3%	7%	.	16%	-18	-8%	3
COc1ccc(S(=O)(=O)N2CCCCC2)cc1NC(=O)c1cccnc1SC	-4	-4%	0%	1%	5%	10%	12	19%	?
COc1cccc(C2c3cc4c(cc3OC(N3CCOCC3)C2C)OCO4)c1O (centres undefined)	9	?	?	?	?	-1%	?	?	0
c1ccc2c(-c3nc(-c4ccncc4)no3)cccc2c1	-1	0%	-3%	0%	-1%	42%	5	-25%	-15
CCn1c(SCc2ccccc2)nnc1-c1cccs1	-3	-8%	?	?	-9%	14%	-9	-19%	-22
CCOC(=O)Cc1csc(NC(=O)CSc2nnnn2-c2ccc(CC)cc2)n1	-8	-3%	-1%	-9%	2%	2%	0	-4%	-3
CCn1cc(C(=O)NC(C)CCc2ccccc2)c(=O)c2cc(S(=O)(=O)N(C)C)ccc21 (centres undefined)	-3	0%	-23%	-1%	7%	?	0	-6%	-28
C=C(C)C(O)CC/C(C)=C/Cc1c(O)ccc(C(=O)/C=C/c2ccc(O)cc2)c1O (centres undefined)	-1	1%	1%	-2%	?	17%	6	0%	-87*
C=CCn1c(SCC(=O)N2CCN(C(=O)OCC)CC2)nc2c([nH]c3ccccc32)c1=O	5	-1%	5%	4%	.	10%	16	?	1
CC(C)(C)C(=O)Nc1cc(S(=O)(=O)Nc2ccc(Cl)cc2)ccc1O	0	-14%	-2%	-6%	1%	-1%	-2	-25%	0
O=[N+]([O-])c1cccc(Cl)c1NCCNS(=O)(=O)c1ccccc1	3	-23%	0%	0%	3%	28%	-56*	?	?
O=C(N1CCOCC1)n1nnc2ccccc21	1	8%	-3%	-22%	-3%	-4%	19	?	-27
CCO[C@H]1OC(C(=O)NC2CC2)=C[C@@H](c2c[nH]c3ccccc23)[C@@H]1CCCO	2	16%	8%	0%	?	-1%	27	-12%	-1
Cc1ccc(C(=O)Cc2ccccc2)o1	-7	2%	4%	0%	1µM*	-9%	23	26%	12
CCOc1ccc(N2C(=O)CS/C2=C(\C(Cl)=C(Cl)Cl)[N+](=O)[O-])cc1	-2	4%	4%	?	-5%	-27%	-17	1%	?
COc1ccc(C23NCCN2C(=O)c2ccccc23)cc1 (centres undefined)	-6	0%	13%	2%	-3%	11%	-15	-2%	0
C=CCN(C(=O)Cc1cccs1)c1nc(-c2ccc(S(C)(=O)=O)cc2)cs1	20	-19%	-23%	?	-292%[inhibitor]	16%	7	?	-1
Cc1ccc(OCC(=O)Nc2ccc(C)c(S(=O)(=O)N3CCCCC3)c2)c([N+](=O)[O-])n1	20	-4%	-10%	-27%	-4%	26%	17	?	-28
Nc1ccccc1SC(CC(=O)c1ccccc1)c1cccc([N+](=O)[O-])c1 (centres undefined)	-7	?	?	?	.	-1%	?	?	-104*
CC(C)(C)NC(=O)COc1ccc(CNn2nnnc2N)cc1	1	0%	1%	11%	-5%	2%	13	5%	-5
CCN1CCN(CCCOc2ccccc2-c2ccccc2)CC1	-13	-19%	-17%	-7%	26%	0%	?	-26%	-5
NS(=O)(=O)c1ccc(N/N=C2/CCCCC2C2CCCCC2)c([N+](=O)[O-])c1 (centres undefined)	-4	18µM*	?	?	?	-7%	-11	-18%	-112*
Cc1sc(NC(=O)c2ccc(Cl)s2)c(C(N)=O)c1C	8	0%	2%	-11%	-3%	-13%	20	-22%	-16
COc1cc(CNC2CCCC2)cc(Cl)c1OCc1ccccc1Cl	-19	?	?	?	?	-21%	19	21µM*	-94*
COc1cc(OC)nc(-n2ncc(Br)c(Br)c2=O)n1	-30	1.6µM*	1.6µM*	6.5µM*	7%	-5%	-86*	?	-96*
COc1ccc(CNc2nc(-c3ccccc3)nn2C(=O)c2ccc([N+](=O)[O-])cc2)cc1	2	7%	11%	10%	-5%	1%	-5	4%	5
COc1ccc(N2C(=O)C3CCCCC3C2=O)cc1NC(=O)c1ccccc1 (centres undefined)	5	23%	9%	0%	9%	12%	2	5%	19
CCO[C@@H]1OC(C(=O)O)=C[C@H](c2ccccc2)[C@H]1CCCO	-1	12%	15%	0%	-16%	-4%	29	-12%	1
CN(Cc1cnccn1)Cc1nc(Cc2cccc(F)c2)no1	-1	2%	-2%	1%	-44%[inhibitor]	-5%	5	7%	63
Cc1sc(NC(=O)C2CCCCC2C(=O)O)c(C(N)=O)c1C (centres undefined)	-14	-14%	-11%	-2%	14%	18%	-6	8%	29
COC(=O)c1cn(NC(=O)Cc2ccc(Cl)c(Cl)c2)c(=O)c2ccccc12	3	-6%	0%	0%	4%	5%	7	2%	20
CC(C)OC(=O)CCc1nc2ccccc2[nH]c1=O	0	19%	8%	5%	-7%	-1%	-3	4%	24
CCOC(=O)CN1C(=O)S/C(=C/c2ccc(N3CCCCC3)o2)C1=O	-1	27%	17%	-1%	0%	7%	15	-1%	-1

Some entries already given, reduced to IL1B secr inh.
canonical_smiles	IL1B secr inh
Nc1ccccc1SC(CC(=O)c1ccccc1)c1cccc([N+](=O)[O-])c1 (centres undefined)	-104*
COc1cccc(C2c3cc4c(cc3OC(N3CCOCC3)C2C)OCO4)c1O (centres undefined)	0

Remaining list, next part.
SMILES	DRD3 agonist	HT1080-NT tox	HT1080 IDH1KD tx	KB-3-1 cytotox	SW480 rerep	GLP1R ag	D3 antag	KB-V1 MDR tox	IL1B secr inh
Cn1c(=O)n(-c2ccc3c(c2)OCO3)c2nc(-c3ccccc3)nc(C(N)=O)c21	-9	.	.	22%	.	-2%	.	22%	.
Cn1c(N)c(C(=O)CSc2n[nH]c(-c3ccccc3)n2)c(=O)n(C)c1=O	-8	14%	8%	?	-5%	-2%	7	?	6
COCCN(CCOC)Cc1cc(=O)oc2cc(OC)c(Cl)cc12	1	3%	7%	0%	.	27%	10	-4%	20
CCC1(NC(C)=O)CC2CC1CC2NC(C)=O (centres undefined)	-10	5%	-3%	1%	-4%	-6%	11	1%	0
CCCc1cc(C(N)=O)c(NC(=O)c2ccoc2C)s1	-3	?	?	0%	1%	-4%	20	0%	?
CC(C)NC(=O)C1CCN(C2CCN(CC3CC=CCC3)CC2)CC1 (centres undefined)	1	?	-1%	-3%	-16%	4%	5	1%	11
CCn1c(=O)cc(OCC(=O)NCc2ccc(C)o2)c2ccccc21	-23	-1%	-12%	-12%	1%	19%	4	18µM*	-9
CCOC(=O)c1c(-c2ccccc2)oc2ccc(OCC(O)CNCCN(C)C)cc12 (centres undefined)	-8	18µM*	13µM*	?	19%	12%	?	?	-103*
CC(C)Cc1nnc(N)s1	1	9%	12%	-2%	-6%	4%	3	-8%	-3
Cc1cccc(CS(=O)(=O)c2ncc(Cl)c(C(=O)Nc3ccc(F)cc3)n2)c1	-26	?	16µM*	?	?	-6%	-105*	-23%	-94*
COc1ccccc1CC(=O)NC1CCCc2ccccc21 (centres undefined)	-6	8%	12%	-4%	3%	2%	-14	0%	0
O=c1ccc(-c2ccccc2)nn1Cc1ccccc1	6	-1%	12%	-1%	5%	13%	27	-9%	?
Cc1nnc(SCc2nc3scc(-c4ccccc4)c3c(=O)[nH]2)s1	-1	-3%	-2%	2%	-10%	-1%	-19	-14%	3
O=C(CCNC(=O)c1ccc(Br)cc1)NCc1ccccn1	3	7%	7%	-21%	1%	-8%	7	5%	10
CC(=O)NC1CC2CCCC(C1)N2CC(=O)NCc1ccc(F)cc1 (centres undefined)	-2	7%	9%	14%	-9%	1%	22	15%	0
NC(=O)NC(Cc1ccccc1)C(=O)NCCCSc1ccccc1 (centres undefined)	6	8%	3%	-7%	-2%	10%	-12	-14%	28
CCCCNC(=O)CN(C1CCCCC1)S(C)(=O)=O	-2	0%	9%	0%	-8%	7%	20	?	-6
CCn1c(C)nnc1SCC(=O)Nc1ccc(N2CCOCC2)cc1	-14	-6%	-3%	-5%	-6%	0%	24	1%	106
CC(C)N1CCC(N2CCN(Cc3cc4c(cc3Cl)OCO4)CC2CCO)CC1 (centres undefined)	-11	-5%	-6%	-2%	-5%	-1%	3	-1%	0
S=P(c1ccc(N2CCOCC2)cc1N1CCOCC1)(N1CCOCC1)N1CCOCC1	4	3%	-2%	3%	1%	-1%	-8	-17%	-11
CN(C)/C=C(\C#N)c1nc2ccccc2[nH]1	-7	5%	-12%	-6%	-10%	0%	-14	-8%	-11
CC(=O)c1cnc2c(-c3cccc(Br)c3)cnn2c1C	2	10%	5%	3%	-2%	5%	12	10%	-10
C#CCOCCOCCOCCNc1nc(N2CCN(C(=O)[C@H]([C@@H](C)CC)n3cc([C@@H](N)CC(C)C)nn3)CC2)nc(N2CCN(C(=O)[C@H](CCCCN)n3cc([C@@H](N)C(C)CC)nn3)CC2)n1 (some centres undefined)	-15	11%	7%	?	16%	-1%	-9	0%	8
O=C(Nc1cccc(-c2ccc(N3CCOCC3)nn2)c1)c1ccc([N+](=O)[O-])cc1	6	1%	0%	-22%	-3%	-2%	2	?	-8
